FEN1 inhibitor = blocks human flap endonuclease 1. P39748. Recombinant FEN1 flap cleavage, fluorescence, 15 min. Potency, µM (doses to about 114 µM), for the others: top-dose activity change, negative = inhibition, most hits filed as inhibitors. actives 0.35% (n = 390,000); further: nearly all actives have a fitted effect of over 65% in size
Target sequence (P39748 whole entry, looked up): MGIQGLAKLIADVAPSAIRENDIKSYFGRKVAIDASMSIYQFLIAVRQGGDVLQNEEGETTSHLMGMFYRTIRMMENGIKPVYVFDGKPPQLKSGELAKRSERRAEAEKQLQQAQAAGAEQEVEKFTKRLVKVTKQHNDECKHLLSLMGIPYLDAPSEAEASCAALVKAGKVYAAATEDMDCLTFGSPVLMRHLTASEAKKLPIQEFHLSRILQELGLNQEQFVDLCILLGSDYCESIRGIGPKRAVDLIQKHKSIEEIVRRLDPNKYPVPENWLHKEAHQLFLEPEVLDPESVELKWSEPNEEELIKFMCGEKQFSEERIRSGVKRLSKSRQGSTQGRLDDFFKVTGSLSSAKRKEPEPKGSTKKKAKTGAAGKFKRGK
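Quantitative HTS format: each compound was titrated, incubated with 10 nM nuclease for 15 min at room temperature, then challenged with flap substrate at 50 nM final. Signal change over 15 min gave concentration–effect curves.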
TDP1 inh = blocks human tyrosyl-DNA phosphodiesterase 1; Q9NUW8; recombinant TDP1, AlphaScreen DNA substrate cleavage; Potency, µM (highest dose often 130 µM), for the others: top-dose activity change, negative = inhibition, hits mostly inhibitors; actives 0.28% (n = 350,000); further: nearly all actives have a fitted effect of over 40% in size
Target sequence (Q9NUW8 whole entry, looked up): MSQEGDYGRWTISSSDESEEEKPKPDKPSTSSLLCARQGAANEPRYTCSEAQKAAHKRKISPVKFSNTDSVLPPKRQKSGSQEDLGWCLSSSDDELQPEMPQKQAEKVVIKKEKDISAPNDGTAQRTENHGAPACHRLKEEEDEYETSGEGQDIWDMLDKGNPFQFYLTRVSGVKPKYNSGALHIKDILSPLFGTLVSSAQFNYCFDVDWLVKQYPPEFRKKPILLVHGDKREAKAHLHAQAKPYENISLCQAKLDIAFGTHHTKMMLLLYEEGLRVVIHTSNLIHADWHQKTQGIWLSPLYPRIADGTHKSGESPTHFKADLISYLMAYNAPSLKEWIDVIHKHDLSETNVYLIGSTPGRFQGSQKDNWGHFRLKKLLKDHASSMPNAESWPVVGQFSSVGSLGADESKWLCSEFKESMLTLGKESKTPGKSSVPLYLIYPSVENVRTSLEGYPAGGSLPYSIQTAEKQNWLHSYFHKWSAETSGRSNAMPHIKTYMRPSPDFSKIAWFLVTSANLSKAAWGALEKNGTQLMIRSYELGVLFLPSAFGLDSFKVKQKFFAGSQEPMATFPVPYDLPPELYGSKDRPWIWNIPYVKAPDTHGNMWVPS
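Here, a 5' biotin and 3' phosphotyrosine-FITC DNA oligonucleotide reports Tdp1 activity: intact substrate bridges AlphaScreen beads, while cleavage leaves a 3' phosphate and drops signal. All incubations at room temperature.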
N370S GC = inhibits or activates N370S mutant glucocerebrosidase | P04062 | N370S GC spleen homogenate, 4MU-glucoside fluorescence | Potency, µM (top dose mostly 59.4 µM), for inactives: at the highest dose activity change, negative = inhibition, most hits filed as inhibitors | actives 0.092% (n = 330,000);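 further: 0% = full enzyme activity and -100% = no enzyme basal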
* = called active by the depositor; & = joins results of further samples; [ ] = dose if it differs, or a comment. The call rests on the fitted dose curve; in most records, active means well fitted curve in the direction sought with a large enough effect; inconclusive means small, poorly fitted or top-dose-only effect, or another doubt; inactive means no such curve, though single readings can be large; an effect the other way counts as inactive or inconclusive. Unless noted, on the % scale 0 is the no-effect control and ±100 the full control effect; potency means the concentration at half of the fitted maximal effect.

How did CCOCCCNC(=O)C(=O)NCCCOCC do in these assays?
FEN1 inhibitor: -1%; TDP1 inh: 3%; N370S GC: 6%

What do the screens show for `Cc1ccc(-n2c(Cn3ncc4ccccc4c3=O)n[nH]c2=S)cc1`?
FEN1 inhibitor: -3%; TDP1 inh: -8%; N370S GC: -11%

Results for O=C(NCCc1ccccc1)c1ccc(CS(=O)Cc2cccc(Cl)c2)o1 (stereo not given) ?
FEN1 inhibitor: -1%; TDP1 inh: 3%; N370S GC: 4%

What do the screens show for `CCOC(=O)CNC(=O)c1sc(NC(=O)c2cccc(F)c2)nc1C`?
FEN1 inhibitor: 7%; TDP1 inh: 4%; N370S GC: 1%

How did CCOCCCNCc1ccc(OCc2ccccc2Cl)cc1 do in these assays?
FEN1 inhibitor: 8%; TDP1 inh: 5%; N370S GC: -7%

Results for Cc1cc2occ(CC(=O)NNC(=O)c3ccccc3)c2cc1C ?
FEN1 inhibitor: 5%; TDP1 inh: 1%; N370S GC: -6%

What do the screens show for `CCOC(=O)c1cc(-c2ccc(F)cc2)n(CCC(=O)NC2CCCCC2)c1C`?
FEN1 inhibitor: -11%; TDP1 inh: 6%

What do the screens show for `CC(=O)N/C(N)=N/c1nc2cc(C)ccc2o1`?
FEN1 inhibitor: 14%; TDP1 inh: 6%; N370S GC: 1%

Results for Cc1ccc(-n2cc(CNC(C)c3cnn(C)c3)c(-c3ccc(F)cc3)n2)cc1 (stereo not given) ?
FEN1 inhibitor: -1%; TDP1 inh: 0%; N370S GC: -13%

How did Cc1cc(NC(=O)c2ccccc2[N+](=O)[O-])ccc1Br do in these assays?
FEN1 inhibitor: -3%; TDP1 inh: 8%; N370S GC: -1%

How did O=[N+]([O-])c1ccc(OCC(O)CN(CCO)CCO)cc1 (stereo not given) do in these assays?
FEN1 inhibitor: 1%; TDP1 inh: 5%; N370S GC: -2%

Results for COc1ccc(NS(=O)(=O)c2cccc(C(=O)NCC(c3ccco3)N3CCCCC3)c2)cc1 (stereo not given) ?
FEN1 inhibitor: -17%; TDP1 inh: -7%[0.505 µM]; N370S GC: 3%

How did CCOc1ccc(C(=O)NC2CCN(S(C)(=O)=O)CC2)cc1 do in these assays?
FEN1 inhibitor: -10%; TDP1 inh: 10%; N370S GC: 2%

What do the screens show for `COc1cc(C(=O)Nc2sc3c(c2C(=O)NCc2ccco2)CCCC3)cc(OC)c1OC`?
FEN1 inhibitor: -12%; TDP1 inh: -2%; N370S GC: inconclusive

How did Cn1c(=O)c2c(ncn2CC(=O)OCC(=O)Nc2ccc(F)cc2Cl)n(C)c1=O do in these assays?
FEN1 inhibitor: -8%; TDP1 inh: 0%

Results for CCNc1oc(COc2cccc(C)c2)nc1C#N ?
FEN1 inhibitor: 4%; TDP1 inh: 7%; N370S GC: 5%

How did O=C1c2ccccc2C(=O)N1c1nccs1 do in these assays?
FEN1 inhibitor: -11%; TDP1 inh: 1%

What do the screens show for `COc1ccc(S(=O)(=O)N2CCN(S(=O)(=O)c3ccc4c(c3)OCCO4)CC2)cc1C`?
FEN1 inhibitor: -23%&-4%; TDP1 inh: 7%; N370S GC: 5%

What do the screens show for `Cc1csc(Sc2ccc(C(=O)OCC(=O)Nc3ccc(F)cc3[N+](=O)[O-])cc2[N+](=O)[O-])n1`?
FEN1 inhibitor: -2%; TDP1 inh: 4%; N370S GC: -6%

What do the screens show for `COc1ccccc1/C=N/Nc1cc(C)nc2ccc(C)cc12`?
FEN1 inhibitor: 5%; N370S GC: 30%

What do the screens show for `Fc1ccc(C2CC(c3ccco3)=NN2c2ccccc2)cc1` (stereo not given)?
FEN1 inhibitor: -11%; TDP1 inh: -7%; N370S GC: 7%

What do the screens show for `COc1ccc(NC(=O)Nc2cccc(C(F)(F)F)c2)cn1`?
FEN1 inhibitor: -8%; TDP1 inh: 3%; N370S GC: -1%

How did COc1ccc(S(=O)(=O)N(C)c2ccc(C(=O)NC3CCCC3)cc2)cc1 do in these assays?
FEN1 inhibitor: -2%; TDP1 inh: 2%; N370S GC: -23%

Results for O=[N+]([O-])c1cccc(/C=N/Nc2nc(NCc3ccccc3)nc(N3CCOCC3)n2)c1O ?
FEN1 inhibitor: 0%; TDP1 inh: -6%; N370S GC: 2%

Results for CC1CCC(NC(=O)CN2C(=O)NC3(CCCCC3C)C2=O)CC1 (stereo not given) ?
FEN1 inhibitor: -18%; TDP1 inh: 1%

How did CC[C@@H]1C(c2cccc(Cl)c2)=NN(c2ccccc2)[C@H]1C(=O)N1CCOC1=O do in these assays?
TDP1 inh: inconclusive; N370S GC: inconclusive

Results for N#Cc1cccc(Oc2ccc(S(=O)(=O)N3CCCC3)cn2)c1 ?
FEN1 inhibitor: 2%; TDP1 inh: -8%; N370S GC: -2%

Results for Cc1ccc(NC(=O)C2CCN(S(=O)(=O)c3cccs3)CC2)c(O)c1 ?
FEN1 inhibitor: -2%; TDP1 inh: 1%; N370S GC: -4%

What do the screens show for `O=C1CC(N2CCC(O)(c3ccc(Cl)cc3)CC2)C(=O)N1Cc1ccc(N2CCCC2=O)cc1` (stereo not given)?
FEN1 inhibitor: -10%; TDP1 inh: 1%; N370S GC: -7%

Results for CC[n+]1ccc(C[n+]2ccccc2)c2ccccc21 ?
FEN1 inhibitor: -8%; TDP1 inh: 22µM*; N370S GC: 16%

Reprinted from above for reference:
Results for CCNc1oc(COc2cccc(C)c2)nc1C#N ?
FEN1 inhibitor: 4%; TDP1 inh: 7%; N370S GC: 5%

How did O=C1c2ccccc2C(=O)N1c1nccs1 do in these assays?
FEN1 inhibitor: -11%; TDP1 inh: 1%

What do the screens show for `COc1ccc(S(=O)(=O)N2CCN(S(=O)(=O)c3ccc4c(c3)OCCO4)CC2)cc1C`?
FEN1 inhibitor: -23%&-4%; TDP1 inh: 7%; N370S GC: 5%

What do the screens show for `Cc1csc(Sc2ccc(C(=O)OCC(=O)Nc3ccc(F)cc3[N+](=O)[O-])cc2[N+](=O)[O-])n1`?
FEN1 inhibitor: -2%; TDP1 inh: 4%; N370S GC: -6%

What do the screens show for `COc1ccccc1/C=N/Nc1cc(C)nc2ccc(C)cc12`?
FEN1 inhibitor: 5%; N370S GC: 30%

Next section:
Results for Cc1c(C(=O)NC(C)C)c(-c2ccccc2)nn1-c1ccccc1 ?
FEN1 inhibitor: -1%; TDP1 inh: 0%; N370S GC: 4%

What do the screens show for `CC(C)(C)c1csc(N/N=C/c2cccnc2)n1`?
FEN1 inhibitor: -7%; TDP1 inh: 10%; N370S GC: -5%

What do the screens show for `CC(C)c1ccc(/C=C/C(=O)CCC(=O)O)cc1`?
FEN1 inhibitor: 2%; TDP1 inh: 0%; N370S GC: -5%

What do the screens show for `CCN(CC)c1ccc(/C=C(/C#N)c2nc3ccc(C)cc3[nH]2)c(OC(C)C)c1`?
FEN1 inhibitor: -4%; TDP1 inh: 7%; N370S GC: -13%

What do the screens show for `CCCCc1cc(-c2n[nH]c(=S)o2)c2ccccc2n1`?
FEN1 inhibitor: -14%; N370S GC: -16%

How did O=C1OC(c2ccccc2)c2ccc3ccccc3c21 (stereo not given) do in these assays?
FEN1 inhibitor: 1%; TDP1 inh: 0%; N370S GC: 7%

What do the screens show for `CCOC(=O)C1CCN(C(=O)COC(=O)COc2ccccc2OC)CC1`?
FEN1 inhibitor: 0%; TDP1 inh: -4%; N370S GC: -4%

How did COc1cc2c(cc1OC)[C@@H](NC(=O)c1ccc(C(F)(F)F)cc1)[C@H](OCc1ccccc1)C2 do in these assays?
FEN1 inhibitor: -5%; TDP1 inh: -3%[56.1 µM]

Results for Cc1nn(-c2ccccc2)c(C)c1/C=N/NC(=O)c1cc(-c2ccc(Br)s2)[nH]n1 ?
FEN1 inhibitor: -3%; TDP1 inh: 5%; N370S GC: -7%

Results for CCOc1nc2ccccc2nc1C ?
FEN1 inhibitor: -1%; TDP1 inh: 8%; N370S GC: -5%

Results for CCCn1nc(C(=O)NNC(=O)CCCOc2ccc(C)cc2)c2ccccc2c1=O ?
FEN1 inhibitor: 0%; TDP1 inh: -5%; N370S GC: 5%

What do the screens show for `CCCC/C=C/[C@H](c1ccccc1)[C@H](CO)Cc1cnc2ccccc2c1`?
FEN1 inhibitor: -33%; TDP1 inh: 1%; N370S GC: 13%

How did COC(=O)CSc1cc(C(=O)c2nccn2C)c2ccccc2n1 do in these assays?
FEN1 inhibitor: 1%; TDP1 inh: 1%; N370S GC: 2%[2.35 µM]

How did COc1ccc(C(=O)N(Cc2ccco2)C(C(=O)NC2CCCC2)c2ccc(O)cc2)cc1OC (stereo not given) do in these assays?
FEN1 inhibitor: -4%; TDP1 inh: -4%; N370S GC: 9%

Results for CCN(CC)CCNC(=O)NC1CCCCC1 ?
FEN1 inhibitor: -3%; TDP1 inh: 1%; N370S GC: 1%

Results for Cc1[nH]n(-c2ccccc2)c(=O)c1C=Nc1ccc2[nH]c(=O)[nH]c2c1 ?
FEN1 inhibitor: -1%; TDP1 inh: -1%; N370S GC: -4%

Results for COc1ccc2c(C)cc3nnnn3c2c1 ?
FEN1 inhibitor: -14%; TDP1 inh: -10%; N370S GC: -2%

What do the screens show for `Cc1ccc(C)c(S(=O)(=O)c2nnn3c2nc(N2CCCC2)c2sccc23)c1`?
FEN1 inhibitor: -6%; TDP1 inh: 0%

Results for CC#CC[N+](C)(CC#CC)CC(=O)c1ccccc1 ?
FEN1 inhibitor: -8%; TDP1 inh: -5%; N370S GC: -5%

How did COc1ccc(OC)c(NC(=O)CSc2nnc(Cn3nnc4ccccc43)n2C)c1 do in these assays?
FEN1 inhibitor: -3%; TDP1 inh: 3%; N370S GC: -1%

What do the screens show for `CCOc1ccc(NC(=O)CSc2nc(C)cc(C)n2)cc1`?
FEN1 inhibitor: -2%; TDP1 inh: 3%; N370S GC: 10%

How did CCCCSCCCNC(=O)CN1C(=O)c2cccnc2Oc2ccc(Cl)cc21 do in these assays?
FEN1 inhibitor: -3%; TDP1 inh: -1%

Results for COc1ccc(Br)cc1/C=N/n1c(C)nc2ccccc2c1=O ?
FEN1 inhibitor: 12%; N370S GC: 1%

Results for CC(C)(C)N(NC(=O)c1ccccc1)C(=O)c1ccc(C(=O)N(NC(=O)c2ccccc2)C(C)(C)C)cc1 ?
FEN1 inhibitor: 1%; TDP1 inh: 0%; N370S GC: 5%

How did O=C(NNC(=S)NC(=O)c1cccs1)c1ccc(NC(=O)c2ccccc2)cc1 do in these assays?
FEN1 inhibitor: 6%; TDP1 inh: 10%; N370S GC: -5%

How did Cc1cccc(OCc2nn[nH]n2)c1C do in these assays?
FEN1 inhibitor: 8%; N370S GC: -1%

What do the screens show for `COc1ccc(C(=O)Nc2ccc(N3CCOCC3)cc2)cc1S(=O)(=O)N1CCCC1`?
FEN1 inhibitor: 1%; TDP1 inh: 0%; N370S GC: 0%

How did CCc1noc(C)c1C(=O)Nc1cccc(S(=O)(=O)N2CCCCCC2)c1 do in these assays?
FEN1 inhibitor: -4%; N370S GC: -3%

How did CCc1ncc(CN2CCCCC2C(=O)Nc2ccc(Oc3ccccc3)nc2)cn1 (stereo not given) do in these assays?
FEN1 inhibitor: -3%; TDP1 inh: 6%; N370S GC: -8%

How did CCOC(=O)NN1C(=O)c2ccccc2NC1c1ccc(OC)cc1OC (stereo not given) do in these assays?
FEN1 inhibitor: -16%; TDP1 inh: 5%; N370S GC: 7%

2 entries picked at random from the list so far:
What do the screens show for `CCCC/C=C/[C@H](c1ccccc1)[C@H](CO)Cc1cnc2ccccc2c1`?
FEN1 inhibitor: -33%; TDP1 inh: 1%; N370S GC: 13%

What do the screens show for `O=C1CC(N2CCC(O)(c3ccc(Cl)cc3)CC2)C(=O)N1Cc1ccc(N2CCCC2=O)cc1` (stereo not given)?
FEN1 inhibitor: -10%; TDP1 inh: 1%; N370S GC: -7%

Next structures follow.
How did Nc1nnc(SCC(=O)Nc2nccs2)s1 do in these assays?
FEN1 inhibitor: 10%; N370S GC: -3%

Results for CC(NC(=O)[C@H](C)NC(=O)[C@@H]1CSC2c3ccccc3C(=O)N21)c1ccccc1 (stereo not given in full) ?
FEN1 inhibitor: -7%; TDP1 inh: 2%; N370S GC: -11%

What do the screens show for `Cc1cc(C)cc(C(=O)NCCc2sc(-c3ccc(F)cc3)nc2C)c1`?
FEN1 inhibitor: 0%; TDP1 inh: 6%

What do the screens show for `O=C1c2ccccc2C(Nc2cccnc2)N1Cc1ccccc1` (stereo not given)?
FEN1 inhibitor: 1%; TDP1 inh: -1%; N370S GC: -24%

What do the screens show for `C=CCSC1=NN2CCS(=O)(=O)N=C2S1`?
FEN1 inhibitor: 14%; TDP1 inh: 5%; N370S GC: -1%

How did CCc1ccc(CNC(=O)c2cc(-c3ccc(Br)s3)nc3ccccc23)cc1 do in these assays?
FEN1 inhibitor: 0%; TDP1 inh: 5%

How did CCOC(=O)Cc1c(C)nc2c(-c3ccc(Cl)cc3)c(C(F)(F)F)nn2c1C do in these assays?
FEN1 inhibitor: -31%; TDP1 inh: -8%

How did CC1CC(=O)Nc2ccccc2N1S(=O)(=O)c1cccs1 (stereo not given) do in these assays?
FEN1 inhibitor: 3%; TDP1 inh: 3%; N370S GC: 4%

High-throughput results from PubChem.
